Bioassay records deposited in PubChem by National Center for Advancing Translational Sciences (NCATS).
KCNH2 3.1 block: inhibitors of human KCNH2 3.1 potassium channel isoform | 340,000 tested, 0.95% active | activity change, % (tested at about 1.8 µM) | U2OS KCNH2 3.1, thallium flux FluxOr; stronger effect = lower value | AID 720553;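 active means maximum activity change below -70%; inconclusive means maximum activity change from -70% to -50%; inactive means maximum activity change above -50%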;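 further: thallium influx rate constant from kinetic fluorescence after stimulation buffer; on the % scale 0 is the no-effect control and ±100 the full control effect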
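U2OS cells transduced with KCNH2 3.1 mutant virus (1.77 x 10^8 /mL, 4 h), plated overnight at 37 C, loaded 45 min with FluxOr dye plus Red40 quencher. Thallium flux rate constant from kinetic reads after stimulation buffer, normalised to controls.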
FBPA coupling cs: counter-screen for Giardia aldolase inhibitors: coupling enzyme system. coupling enzyme system counterscreen, AmpLite Red fluorescence. activity change, negative = inhibition, % at 58.2 µM, hits read low. 290,000 tested, 0.67% active. AID 2472; in the data active means activity change below about -30%; further: on the % scale 0 is the no-effect control and ±100 the full control effect
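Compounds tested against the coupling enzymes alone at 57.5 uM final; readout was AmpLite Red fluorescence (525/598 nm) after 20 min at RT.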
Giardia kill: kills Giardia lamblia | AID 540267 | Giardia lamblia trophozoite viability | activity change, % at 7.66 µM, hits read low | 340,000 tested, 0.15% active; in the data active means activity change below about -80%; inconclusive means between about -30% and that limit;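 further: parasites exposed to compound for two days anaerobically before the ATP read; on the % scale 0 is the no-effect control and ±100 the full control effect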
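Giardia lamblia trophozoites (100 cells/well) were incubated with compounds for 48 h at 37 deg C under anaerobic conditions. Viability was read as ATP content by one-step luminescence after 15-30 min at room temperature.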
B2AR arrestin: recruits beta-arrestin to the human beta2-adrenergic receptor. beta-arrestin recruitment to beta2AR, cell-based reporter. AID 492947. 330,000 tested, 0.02% active. P07550. Potency, µM (highest dose often 46.1 µM), for inactives: at the top dose activation, hits mostly activators;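 further: potency means the concentration at half of the fitted maximal effect; 0% = DMSO controls and full agonism = EC100 isoproterenol or metaproterenol; nearly all actives have a fitted effect of over 65% in size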
Target sequence (P07550 whole entry, looked up): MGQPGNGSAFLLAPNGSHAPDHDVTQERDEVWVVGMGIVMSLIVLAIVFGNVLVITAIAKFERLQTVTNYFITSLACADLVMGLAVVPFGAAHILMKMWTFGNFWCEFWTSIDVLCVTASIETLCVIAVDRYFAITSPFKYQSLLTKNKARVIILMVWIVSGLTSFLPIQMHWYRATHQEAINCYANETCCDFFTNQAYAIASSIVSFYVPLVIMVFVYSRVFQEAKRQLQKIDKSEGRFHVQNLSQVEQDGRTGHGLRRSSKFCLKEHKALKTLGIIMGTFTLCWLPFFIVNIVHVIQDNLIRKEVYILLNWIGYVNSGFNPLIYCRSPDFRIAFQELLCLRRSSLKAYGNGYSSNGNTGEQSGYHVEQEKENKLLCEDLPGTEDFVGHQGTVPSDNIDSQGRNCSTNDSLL
PKM2 act: increases activity of human pyruvate kinase M2 | purified PKM2, Kinase-Glo ATP luminescence, activation; response scale: 0% is enzyme alone, no compound | 260,000 tested, 0.34% active | P14618 | Potency, µM (highest dose often 57.5 µM), without a hit: at the highest dose activation, usual class: activators; further: potency means the concentration at half of the fitted maximal effect; on the % scale 0 is the no-effect control and ±100 the full control effect; nearly all actives have a fitted effect of over 55% in size
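hPK-M2, >95% pure; 0.1 mM ADP / 0.5 mM PEP final; imidazole pH7.2 buffer w/ 7 mM MgCl2, 50 mM KCl; 1 h RT; Kinase-Glo lum. Intermediate enzyme activity for dual inhibitor/activator qHTS.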
USP2a inh: USP2a (human) protease inhibition; USP2 core, Ub-CHOP2 coupled fluorogenic reporter, 485/531; Potency, µM (top dose mostly 38.3 µM), inactives show top-dose activity change, negative = inhibition, actives largely listed as inhibitors; 330,000 tested, 0.01% active; AID 463254;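 further: potency means the concentration at half of the fitted maximal effect; plate controls were DMSO wells for no effect and full inhibition by NEM control for full effect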
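USP2 core (10nM final) preincubated 30min RT with compound in 20mM Tris-HCl pH 8.0, 2mM CaCl2, 2mM beta-mercaptoethanol, 0.05% CHAPS; 25nM Ub-CHOP2 plus 25nM reporter substrate added, fluorescence (Ex485/Em531) read after 60min.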
Menin MLL FP TR: displaces Texas Red mutant MLL peptide from human menin | O00255 | Menin + Texas Red MLL mutant peptide, fluorescence polarization | Potency, µM (series often up to 61.6 µM), without a hit: at the top dose FP activity change, negative = inhibition, most hits filed as inhibitors | 270,000 tested, 0.23% active; active means well fitted inhibition curve with a large enough effect in the polarisation, with a control signal flat, not every such curve was filed as active; inconclusive means small, poorly fitted or top-dose-only effect, or effect the other way, or a change in a side signal; inactive means no such curve, though single readings can be large or run the other way; the % refers to the polarisation; further: potency means the concentration at half of the fitted maximal effect; % of control where 0% means no effect; many of its hits are not listed in these tables
MLL CXXC-DNA inh: blocks binding of human MLL CXXC domain to DNA; Q03164; MLL-CXXC / FITC-HOXA9 DNA fluorescence polarization; Potency, µM (series often up to 115 µM), without a hit: at the highest dose activity change, negative = inhibition, actives largely listed as inhibitors; 290,000 tested, 0.037% active; AID 2662; active means well fitted inhibition curve with a large enough effect in the polarisation, with a control signal flat, not every such curve was filed as active; inconclusive means small, poorly fitted or top-dose-only effect, or effect the other way, or a change in a side signal; inactive means no such curve, though single readings can be large or run the other way; the % refers to the polarisation; further: potency means the concentration at half of the fitted maximal effect
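Fluorescence polarization: 7 uM MLL-CXXC (stock) preincubated 5 min with compounds, then 50 nM fluorescein-HOX-A9 DNA (stock) added; 30 min ambient. Buffer 50 mM Tris-HCl pH 7.5, 50 mM NaCl, 1 mM DTT, 0.05% BSA.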
GALK inh: inhibitors of human galactokinase | Purified GALK, Kinase-Glo residual ATP luminescence | Potency, µM (highest dose often 57.5 µM), for the others: at the highest dose activity change, negative = inhibition, usual class: inhibitors | 270,000 tested, 0.007% active; further: potency means the concentration at half of the fitted maximal effect; on the % scale 0 is the no-effect control and ±100 the full control effect
Target sequence (P51570 whole entry, looked up): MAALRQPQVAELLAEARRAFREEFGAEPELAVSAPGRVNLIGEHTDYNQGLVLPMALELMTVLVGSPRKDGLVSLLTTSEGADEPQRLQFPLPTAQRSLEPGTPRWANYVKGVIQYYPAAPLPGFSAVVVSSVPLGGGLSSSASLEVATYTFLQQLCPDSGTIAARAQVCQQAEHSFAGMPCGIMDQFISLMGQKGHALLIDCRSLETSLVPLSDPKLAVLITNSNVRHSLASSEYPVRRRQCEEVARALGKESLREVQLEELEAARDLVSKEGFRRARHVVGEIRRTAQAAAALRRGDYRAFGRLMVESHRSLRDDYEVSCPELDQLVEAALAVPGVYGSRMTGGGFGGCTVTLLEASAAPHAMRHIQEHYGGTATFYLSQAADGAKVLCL
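GALK at 5 nM final was combined with compound, 35 uM ATP and 100 uM galactose in HEPES pH8.0 with MgCl2 and DTT. The reaction ran one hour at room temperature before luminescent ATP detection.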
TRPV1 agonist: human TRPV1 agonism | TRPV1-expressing cells, Fluo-8 calcium influx, agonist mode | AID 540275 | Q8NER1 | 320,000 tested, 0.19% active | activation, % at 8.33 µM; in the data active means activation above about 80%; inconclusive means between about 30% and that limit; further: 0% is about no effect
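TRPV1-expressing cells were cultured overnight at 35.5C and loaded with Fluo-8 calcium dye for 40 to 90 min at room temperature. After a 10 s baseline, compound was added and calcium influx was read kinetically for 3 min (ex 480/em 520 nm).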
hERG WT inh: blocks the wildtype human KCNH2 potassium channel; U2OS, BacMam KCNH2, thallium flux FluxOr; stronger effect = lower value; 340,000 tested, 0.37% active; activity change, % at 1.84 µM; Q12809;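 active means maximum activity change below -70%; inconclusive means maximum activity change between -70% and -50%; inactive means maximum activity change above -50%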; further: on the % scale 0 is the no-effect control and ±100 the full control effect
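U2OS cells were transduced with wild-type KCNH2 virus (2.03 x 10^8 / mL) for 4 h at room temperature, then cultured overnight at 37 C. Thallium flux was read with FluxOr dye. Rate constants were normalized to DMSO controls.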
Starred values were filed as active, the others as inactive; ? = inconclusive; . = not tested or not shown; [ ] = another dose, or the depositor's remark. Unless noted, the call rests on the fitted dose curve; in most records, active means well fitted curve in the direction sought with a large enough effect; inconclusive means small, poorly fitted or top-dose-only effect, or another doubt; inactive means no such curve, though single readings can be large; an effect the other way counts as inactive or inconclusive. The list is partial; rates above refer to the full screens.

SMILES	KCNH2 3.1 block	FBPA coupling cs	Giardia kill	B2AR arrestin	PKM2 act	USP2a inh	Menin MLL FP TR	MLL CXXC-DNA inh	GALK inh	TRPV1 agonist	hERG WT inh
O=C(CN1C(=O)NC2(CCCC2)C1=O)Nc1cccc(C(F)(F)F)c1	8	0	13	0.1%	-6%	1%	?	-1%	1%	26	-8
CCOC(=O)c1sc(NC(=O)CSc2nc(C)cc(-c3ccccc3)n2)c(C#N)c1C	3	5	16	-0.1%	0%	-1%	?	13%	0%	4	-9
Cc1cc(C(=O)NCc2ccccc2)c(=O)[nH]c1C	-9	1	5	0.1%	1%	4%	-4%	12%	5%	0	-1
CC1CCN(c2c(NCC3CCC(C(=O)N4CCc5ccccc5C4)CC3)c(=O)c2=O)CC1 (stereo not given)	-5	1	4	-2.9%	10%	-2%	-9%	11%	2%	14	0
COC(=O)C1=C(C)N(CCC2=CCCCC2)C(=O)C1	-1	-15	4	0.1%	4%	3%	-4%	-14%	0%	11	3
CCOc1ccc(S(=O)(=O)NCCSCc2ccco2)cc1	-8	2	-2	-0.3%	7%	2%	.	6%	0%	1	1
O=C(Cn1c(SCC(=O)NC2CCCC2)nnc1-c1ccncc1)Nc1ccc2c(c1)OCO2	-1	3	-3	0.0%	-4%	-1%	7%	4%	6%	1	-1
CN(CC(=O)Nc1ccccc1Cl)C(=O)c1ccc(-c2cccc(C(F)(F)F)c2)o1	-6	.	-2	-0.2%	.	2%	.	.	.	?	0
CCC(CC)C(=O)NCCc1cc2cc(C)c(C)cc2[nH]c1=O	26	-2	7	0.0%	0%	2%	1%	-4%	-3%	0	-9
CCOC(=O)c1sc(=S)n(-c2cc(F)ccc2F)c1N	4	-2	-15	-0.8%	-2%	1%	27%	-4%	-2%	7	-4
CCc1nonc1NC(=O)c1oc2ccc(Br)cc2c1C	-2	.	17	-0.1%	.	0%	.	33%[activator]	-2%	1	-3
O=C(Nc1cccc(C(F)(F)F)c1)c1ccc2nc(-c3ccco3)c(-c3ccco3)nc2c1	6	-39*	-2	0.4%	0%	-6%	.	4%	-3%	0	-6
COCCNC(=S)N/N=C(\C)c1cc2ccccc2o1	-15	1	-12	0.3%	16%	6%	1%	3%	0%	11	10
C[C@H](NS(=O)(=O)c1ccccc1)C(=O)OCC(=O)NC(=O)Nc1ccc2c(c1)OCCO2	-16	4	-7	-0.2%	-9%	4%	-9%	2%	3%	-9	29
COc1ccc(NC(=O)C2CC(=O)N/C(=N/N=C/c3ccco3)S2)cc1 (stereo not given)	21	-1	3	-0.3%	0%	-15%	.	-2%	0%	3	7
COc1ccc(Cc2nnc(NC(=O)c3ccc(OC)c(OC)c3)s2)cc1	-2	1	33[activator]	0.4%	3%	3%	2%	14%	4%	2	-8
CSc1nc(-c2ccccc2)nc(N2CCCC2)c1C(C)=O	-3	-2	-21	.	-4%	.	-8%	2%	-1%	6	-5
Cc1ccc(Cn2c(N)nc3ccccc32)cc1	2	2	8	-1.1%	-5%	1%	-10%	23%	-2%	-1	-2
N#Cc1ccc(Oc2c(Cl)cncc2Cl)cc1	-22	1	31[activator]	-0.4%	.	1%	6%	-2%	-2%	0	-8
O=C(/C=C/c1cccc([N+](=O)[O-])c1)Nc1ccccn1	-2	-1	?	-0.2%	.	1%	-14%	-2%	11%	9	-3
Cc1ccc(Sc2nc(-c3ccccc3)nnc2C(F)(F)F)cc1	-10	9	-1	-0.2%	2%	-3%	28%	-3%	-8%	6	-7
COC(=O)c1sccc1NC(=S)Nc1ccccc1	5	0	17	-0.3%	1%	3%	-3%	7%	.	1	-2
O=C(c1cccc(N2C(=O)C3C4C=CC(C4)C3C2=O)c1)N1CCCc2ccccc21 (stereo not given)	7	0	6	-0.1%	-3%	4%	-23%	-1%	1%	-1	-12
CN1CCN(C(=S)NC(=O)c2ccccc2Br)CC1	12	1	37[activator]	-1.0%	6%	1%	7%	-3%	0%	-3	5
COc1ccc2[nH]c(C)c(C(=O)CN3CCc4cc(OC)c(OC)cc4C3)c2c1	11	-7	26	0.2%	1%	5%	-14%	9%	-1%	1	2
O=C(N/N=C/c1ccccc1O)c1cc(=O)[nH]c2ccccc12	.	-4	.	1.8%	0%	0%	-5%	4%	1%	-1	.
Cc1cc(NC(=O)C(C)SCC(=O)OCC(=O)Nc2c(C)cccc2C(C)C)no1 (stereo not given)	-5	.	2	-0.5%	.	4%	.	.	.	-6	21
CCOC(=O)c1c(C)n(-c2ccc(OC)cc2)c2c(C/C(C)=N/O)c(Br)c(OC)c(O)c12	8	1	3	-0.5%	-4%	0%	-18%	23%	-2%	1	15
CC1(C)C[C@@H]2C[C@@](C)(CN2C(=O)c2cc(COc3cccc(C(F)(F)F)c3)on2)C1	-9	.	3	-0.5%	-1%	0%	.	11%	3%	6	0
CCCC/C(C)=N/NC(=O)CN(c1ccc(Br)cc1)S(=O)(=O)c1ccccc1	4	3	-4	-0.3%	7%	-1%	-6%	4%	1%	1	5
Cc1cc(-c2ccc(S(=O)(=O)N3CCc4ccccc4C3)s2)on1	0	1	-3	0.1%	.	0%	0%	11%	1%	16	.
COc1ccc(/C=C2/NC(=O)CNC2=O)cc1	0	2	19	-0.8%	.	3%	-27%	0%	-1%	2	-5
Cc1ccc(CN2CCN(/N=C/c3cc(Br)cc(Br)c3O)CC2)cc1	-6	0	0	-0.7%	-1%	2%	2%	1%	2%	-3	-1
CCn1c2ccccc2c2cc(NC(=O)COC(=O)c3ccc(O)cc3)ccc21	11	.	-8	-0.4%	.	-1%	.	.	.	7	-10
O=C(C1CC(=O)N(c2ccccc2)C1)N1CCN(C2=NS(=O)(=O)c3ccccc32)CC1 (stereo not given)	5	5	-8	0.0%	-1%	-1%	5%	3%	0%	8	-1
O=C(Cc1ccccc1)NNC(=O)c1ccccc1C(=O)O	2	-2	-4	0.4%	0%	-2%	.	6%	-2%	11	1
O=C(Nc1ccccc1Cl)Nn1cnnc1	4	3	?	0.0%	3%	1%	-2%	-2%	-3%	1	4
Cc1ccc(NC(=O)CSCC(=O)N2CCN(c3cccc(C(F)(F)F)c3)CC2)cc1	-1	.	-9	-0.9%	.	-2%	.	.	.	0	-6
CCOc1cc(C2C(C(=O)OC)=C(C)N=C3SC(C)C(=O)N32)ccc1OC(C)=O (stereo not given)	-16	-2	5	0.4%	5%	1%	9%	0%	-1%	0	0
c1ccc(-n2ncc3c(NCc4cccs4)ncnc32)cc1	-19	-9	-2	-0.3%	29%	0%	?	69%[activator]	-1%	25	0
CCN(CC)c1ccc(C(=O)N/N=C/c2ccccc2OC(F)F)cc1	16	0	22	0.3%	2%	-1%	15%	-1%	-1%	5	-3
Cc1ccc(S(=O)(=O)Nc2c(NC3CCCCC3)c3ccccc3oc2=O)cc1	-30	.	1	0.1%	.	0%	.	-12%	-7%	4	8
N#Cc1c(N)[nH]c(=S)c(C#N)c1-c1ccccc1	-6	-2	-4	0.4%	-2%	0%	12%	2%	10%	1	-6
COc1cccc(OCc2cc(C(=O)N3CCCC3c3ccccn3)no2)c1 (stereo not given)	-8	.	7	0.1%	0%	1%	.	17%	3%	7	-5
CCN=C1NN=C(c2cc(C)n(Cc3ccco3)c2C)CS1	0	3	-5	-0.1%	30%	1%	-23%	4%	0%	1	2
COc1ccccc1-c1c(C)oc2cc(OC(=O)c3ccco3)ccc2c1=O	-5	-11	5	-1.0%	10%	0%	9%	121%[activator]	-3%	-3	-11
CNC[C@H](CC1CCCCC1)NC[C@H](NCCC1CCCC1)[C@H](C)O	-2	1	-6	-0.4%	4%	1%	?	12%	.	2	-8
COC(=O)c1ccccc1NC(=O)CSc1nnnn1-c1ccc(C)cc1C	-10	1	3	-0.1%	-2%	1%	-6%	1%	2%	-6	6
CCOc1nc2ccccc2nc1NS(=O)(=O)c1ccccc1	3	8	2	0.1%	-2%	1%	-5%	-3%	2%	0	-14
O=C(N=C1c2ccccc2CN1c1cccc(Cl)c1)c1cccnc1	1	0	9	-1.0%	-6%	3%	14%	-2%	2%	28	4
c1ccc(N2CCN(CCc3nnc4n3CCCCC4)CC2)cc1	-12	2	3	-0.8%	-6%	1%	2%	-13%	3%	-1	-10
CCOC(=O)C1=C(C)N(C[C@@H]2CC[C@@H](Cc3ccc(-c4ccccc4)cc3)O2)C(=O)NC1c1ccc(-c2ccccc2)cc1 (stereo not given in full)	-3	.	16	-0.2%	.	0%	.	.	.	.	3
C[C@]12c3[nH]c4cc(-c5ccco5)ccc4c3CCN1C(=O)[C@@H](CC(=O)NCCN1CCOCC1)C[C@@H]2C(=O)N1CCOCC1	10	.	-27	-0.3%	.	1%	.	.	.	.	7
